GASC-1 inh: inhibitors of GASC-1 histone demethylase, primary screen, biochemical, fluorescence, DELFIA europium. inhibition, % at 2.35 µM. AID 2099, 2009. GST-JMJD2C(1-420) H3K9me3 demethylation. Lysine-specific demethylase 4C (Homo sapiens), Q9H3R0. 330,000 tested, 0.069% active;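 active = more than half of a compound's replicate wells show inhibition beyond 50%, single wells judged on their own value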;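 note: signal counts dimethyl H3K9 product captured on neutravidin plate; 0% = median of DMSO wells and 100% = 0.3 times that DMSO median; strong numbers were not always called active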
PP1 inh: PP1-alpha phosphatase inhibitors, primary screen, counter-screen for PP5 inhibitor project, biochemical, fluorescence, OMFP substrate, single point; Serine/threonine-protein phosphatase PP1-alpha catalytic subunit (Homo sapiens), P62136; purified PP1alpha; inhibition, % at 6.7 µM; 320,000 tested, 0.9% active;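 active = inhibition above the mean inhibition of all tested compounds plus 3 SD, computed separately for each screening campaign, cut at about 15% in these data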
VLA-4 inh: inhibition in human VLA-4 binding assay, primary screen, VLA-4 allosteric modulator project, MLPCN library, flow cytometry, VLA-4 expressing cells; Integrin alpha-4 (Homo sapiens), P13612; ligand binding flow cytometry; inhibition, % (about 7 µM as worked out from the volumes in the protocol); 330,000 tested, 0.2% active; AID 2557, 2010; in the data active = inhibition above about 50%
HCV core dimer: inhibitors of HCV core protein dimerization, primary screen, biochemical, TR-FRET, high-throughput; TR-FRET GST/Flag-core106 dimerization, 1536-well; inhibition, % at 5 µM; 300,000 tested, 0.33% active;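 active = inhibition above the mean of all tested compounds plus 3 SD, set per screening campaign, cut at about 45% in these data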
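System – GST-tagged and Flag-tagged HCV core protein residues 1-106 · Repeats – one well for each compound · Technique – TR-FRET 671 and 617 nm emission · Doses – one concentration, 5 µM, in 0.5% DMSO · Times – 4 h, 22.5 °C incubation · Also added – Eu donor and XL665 acceptor anti-tag antibodies · Measure – percent inhibition of core106 dimerization signal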
GRK2 inh: compounds blocking aptamer binding on GRK2 – biochemical, human GRK2, bead flow cytometry, HTS, primary screen | Beta-adrenergic receptor kinase 1 (Homo sapiens), P25098 | FAM-aptamer displacement from GRK2 | inhibition of aptamer binding, % at 10 µM | 330,000 tested, 0.59% active | AID 488847, 2010;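 active = inhibition of aptamer binding above 40%, roughly 3 SD of noise, on plates passing a quality check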;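 note: median bead fluorescence of bound FAM aptamer so fluorescent compounds give negative values; no value below 0 was filed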
Target sequence (P25098 whole entry, looked up): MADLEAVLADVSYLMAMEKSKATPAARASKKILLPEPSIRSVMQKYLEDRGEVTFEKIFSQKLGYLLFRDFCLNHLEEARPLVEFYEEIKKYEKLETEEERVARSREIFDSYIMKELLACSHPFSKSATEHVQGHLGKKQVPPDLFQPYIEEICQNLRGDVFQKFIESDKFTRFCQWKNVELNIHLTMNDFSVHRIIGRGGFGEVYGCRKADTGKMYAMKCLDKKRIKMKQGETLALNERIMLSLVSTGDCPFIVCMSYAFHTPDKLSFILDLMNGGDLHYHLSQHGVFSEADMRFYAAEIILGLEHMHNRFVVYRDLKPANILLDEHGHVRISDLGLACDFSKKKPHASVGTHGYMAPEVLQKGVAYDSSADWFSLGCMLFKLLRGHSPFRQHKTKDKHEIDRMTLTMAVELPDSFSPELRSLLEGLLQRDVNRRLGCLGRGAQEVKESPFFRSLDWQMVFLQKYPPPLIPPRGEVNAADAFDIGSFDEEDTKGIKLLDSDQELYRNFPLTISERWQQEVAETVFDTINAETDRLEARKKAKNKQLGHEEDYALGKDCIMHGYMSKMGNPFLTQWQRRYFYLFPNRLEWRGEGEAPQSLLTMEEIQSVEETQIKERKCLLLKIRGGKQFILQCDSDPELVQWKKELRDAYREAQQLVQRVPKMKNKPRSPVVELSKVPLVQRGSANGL
PP5 primary: PP5 phosphatase inhibitors, primary screen, biochemical, fluorescence; purified PP5c, OMFP substrate fluorescence; inhibition, % at 6.7 µM; 320,000 tested, 0.18% active;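 active = inhibition above the campaign's mean inhibition across all tested compounds plus 3 SD, cut at about 9.5% in these data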;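 note: 0% = DMSO only and 100% = 100 µM cantharidin control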
Fh CTSL1 inh: Fasciola hepatica cathepsin L1 inhibitors, primary screen, counter-screen for PFM18AAP inhibitor project, biochemical, QFRET, fluorogenic peptide substrate; recombinant F. hepatica cathepsin L1, Z-Leu-Arg-MCA fluorescence; inhibition, % at 5.96 µM; 300,000 tested, 0.49% active;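 active = inhibition above the mean of all tested compounds plus 3 SD, set per screening campaign, cut at about 17% in these data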;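 note: 0% = plate median of test compound wells and 100% = 1 µM Z-Phe-Ala-diazomethylketone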
proCasp7 act: procaspase-7 activators, primary screen, counter-screen for procaspase-3 activator project, biochemical, absorbance, HTS, human | Caspase-7 (Homo sapiens), P55210 | recombinant procaspase-7, Ac-DEVD-pNA absorbance 405 nm; D23A/D198A/D206A triple mutant, cannot self-cleave; scale: DMSO 0, 5 µM enzyme 100 | activation, % at 8.5 µM | 330,000 tested, 0.093% active;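 active = percent activation above the screen-wide mean plus 3 SD, cut at about 25% in these data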
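signal = Epi-absorbance of released pNA at 405 nm, two timepoints | assay system = Uncleavable procaspase-7 mutant enzyme | reagent = Ac-DEVD-pNA substrate, 400 µM as added | times = 1 h enzyme–compound preincubation and 2 h substrate reaction, both 25 °C | benchmarks = low DMSO alone, high DMSO plus 5 µM PC-7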
proCasp3 act: activators of human procaspase-3 D3A mutant, primary screen, biochemical, absorbance, PC-3 D3A mutant, single concentration; Caspase-3 (Homo sapiens), P42574; 330,000 tested, 0.11% active; activation, % at 8.5 µM; recombinant procaspase-3 D3A, Ac-DEVD-pNA absorbance 405 nm;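 active = activation above the mean of all tested compounds plus 3 SD, cut at about 21% in these data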;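 note: 0% = DMSO alone and 100% = DMSO wells spiked with extra 5 µM PC-3 D3A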
Target sequence (P42574 whole entry D9A/D28A/D175A): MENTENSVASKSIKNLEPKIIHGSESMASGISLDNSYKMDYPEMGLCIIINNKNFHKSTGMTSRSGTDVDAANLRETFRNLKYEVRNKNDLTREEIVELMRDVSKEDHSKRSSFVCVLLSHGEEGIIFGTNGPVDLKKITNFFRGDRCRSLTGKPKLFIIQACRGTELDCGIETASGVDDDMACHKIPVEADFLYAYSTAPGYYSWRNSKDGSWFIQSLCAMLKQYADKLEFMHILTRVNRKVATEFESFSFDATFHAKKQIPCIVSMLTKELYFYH
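assay system = Procaspase-3 D3A mutant | signal = absorbance at 405 nm, 0 and 120 min | times = 1 h preincubation plus 2 h reaction at 25 °C | repeats = single replicate | read-out = % activation between DMSO and enzyme-spiked controls | medium = Zinc-free HEPES saline buffer with Triton X-100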
* marks the source's active call; other numbers are inactive results. Hits appear at their usual frequency. About 2.6% of those tested had a hit in this group.

What do the screens show for `Cc1ccccc1S(=O)(=O)NCc1ccc(N2CCN(C)CC2)cc1`?
GASC-1 inh: -17.7; PP1 inh: -9.8; VLA-4 inh: 9.5; HCV core dimer: 1.6; GRK2 inh: 0.0; PP5 primary: 0.6; Fh CTSL1 inh: -2.1; proCasp7 act: 4.6; proCasp3 act: 6.7

What do the screens show for `COC(=O)C1=CNC=C(C(=O)OC)C1c1ccccc1Cl`?
GASC-1 inh: 12.0; PP1 inh: -2.6; VLA-4 inh: 5.6; HCV core dimer: -3.5; GRK2 inh: 0.0; PP5 primary: 0.1; Fh CTSL1 inh: 2.4; proCasp7 act: 3.6; proCasp3 act: -3.2

What do the screens show for `COc1cccc(-c2nc3ccc(C(=O)NC(C)Cc4cccnc4)cc3o2)c1` (configuration not stated)?
GASC-1 inh: -17.0; PP1 inh: -3.9; VLA-4 inh: 13.2; HCV core dimer: -239.4; GRK2 inh: 0.0; PP5 primary: 0.4; Fh CTSL1 inh: 0.4; proCasp7 act: -6.7; proCasp3 act: -0.9

Results for O=C(NCC1CCCO1)c1cccc(Br)c1 (configuration not stated) ?
GASC-1 inh: 5.0; PP1 inh: -0.7; VLA-4 inh: -3.4; HCV core dimer: -3.6; GRK2 inh: 1.0; PP5 primary: 0.2; Fh CTSL1 inh: -1.4; proCasp7 act: 8.3; proCasp3 act: 7.7

How did Cc1ccc(C)c(-n2c(-c3cccnc3)n[nH]c2=S)c1 do in these assays?
GASC-1 inh: 5.3; PP1 inh: -0.5; VLA-4 inh: 6.1; HCV core dimer: 0.3; GRK2 inh: 0.0; PP5 primary: -0.2; Fh CTSL1 inh: 0.6; proCasp7 act: -2.1; proCasp3 act: -2.8

What do the screens show for `CCC1C(=O)N=C(SCC(=O)Nc2cccc3ccccc23)NC1=O` (configuration not stated)?
GASC-1 inh: -7.0; PP1 inh: -5.7; VLA-4 inh: -22.2; HCV core dimer: 2.1; GRK2 inh: 0.0; PP5 primary: 0.2; Fh CTSL1 inh: -0.1; proCasp7 act: 0.2; proCasp3 act: 6.1

How did O=C(CCNC(=O)N1CCn2c1nc1ccccc12)NCc1ccccc1Cl do in these assays?
GASC-1 inh: -0.8; PP1 inh: -1.0; VLA-4 inh: 7.5; HCV core dimer: -0.3; GRK2 inh: 0.0; PP5 primary: 0.2; Fh CTSL1 inh: 5.2; proCasp7 act: -2.9; proCasp3 act: 3.3

Results for CNC(=O)/C(C#N)=C/c1c(N2CCN(c3ccccc3)CC2)nc2c(C)cccn2c1=O ?
GASC-1 inh: 4.6; PP1 inh: 0.3; VLA-4 inh: -5.3; HCV core dimer: 7.1; GRK2 inh: 0.0; PP5 primary: 0.7; Fh CTSL1 inh: 1.6; proCasp7 act: -0.6; proCasp3 act: -1.1

Results for COC(=O)c1sccc1-n1cccc1C(=O)C(=O)N1CCCC1 ?
GASC-1 inh: -13.4; PP1 inh: -3.2; VLA-4 inh: -11.1; HCV core dimer: -9.2; GRK2 inh: 0.0; PP5 primary: 0.8; Fh CTSL1 inh: 2.6; proCasp7 act: 1.5; proCasp3 act: -3.9

How did Cc1cc(Br)ccc1SCC(=O)OCC(=O)Nc1ncc(C(F)(F)F)cc1Cl do in these assays?
GASC-1 inh: 5.5; PP1 inh: 2.4; VLA-4 inh: 15.5; HCV core dimer: 3.5; GRK2 inh: 0.0; PP5 primary: 2.0; Fh CTSL1 inh: -4.5; proCasp7 act: -9.0; proCasp3 act: -7.7

Results for O=C(N[C@@H](Cc1ccccc1)C(=O)N1CCC2(CC1)NCCc1[nH]cnc12)c1cccc(Br)c1 ?
GASC-1 inh: 1.8; PP1 inh: 4.0; VLA-4 inh: -6.8; HCV core dimer: -2.9; GRK2 inh: 0.0; PP5 primary: 2.3; Fh CTSL1 inh: 4.6; proCasp7 act: -8.7; proCasp3 act: 5.6

How did CCOc1ccc(C(=O)NC2CCN(C(=O)NCc3ccccc3)CC2)cc1 do in these assays?
GASC-1 inh: 1.3; PP1 inh: -4.5; VLA-4 inh: 18.0; HCV core dimer: -1.4; GRK2 inh: 0.0; PP5 primary: 4.7; Fh CTSL1 inh: -0.3; proCasp7 act: -1.9; proCasp3 act: 5.9

What do the screens show for `COc1ccccc1CN=C1NC(=O)C(CC(=O)Nc2ccc(C(C)=O)cc2)S1` (configuration not stated)?
GASC-1 inh: -0.7; PP1 inh: -5.0; VLA-4 inh: 4.6; HCV core dimer: 11.8; GRK2 inh: 3.0; PP5 primary: 1.5; Fh CTSL1 inh: -2.5; proCasp7 act: -5.0; proCasp3 act: -7.8

How did COc1ccc(NC(=O)[C@@H]2CC=C[C@@H]3CCN(Cc4ccccc4)C(=O)[C@@H]32)cc1 do in these assays?
GASC-1 inh: -10.4; PP1 inh: -14.2; VLA-4 inh: 3.1; HCV core dimer: -7.2; GRK2 inh: 2.0; PP5 primary: -9.3; Fh CTSL1 inh: 3.2; proCasp7 act: -3.0; proCasp3 act: -8.9

What do the screens show for `O=C(CSc1cccc[n+]1[O-])CSc1cccc[n+]1[O-]`?
GASC-1 inh: -15.1; PP1 inh: -4.2; VLA-4 inh: 11.6; HCV core dimer: -7.1; GRK2 inh: 2.0; PP5 primary: 3.6; Fh CTSL1 inh: -3.6; proCasp7 act: -29.7; proCasp3 act: -10.1

Results for CC(C)(C)N(NC(=O)Nc1ccc(Cl)cc1)C(=O)c1ccccc1 ?
GASC-1 inh: 10.4; PP1 inh: 9.5; VLA-4 inh: 9.9; HCV core dimer: 2.6; GRK2 inh: 1.0; PP5 primary: 4.3; Fh CTSL1 inh: -3.9; proCasp7 act: -3.6; proCasp3 act: -5.5

What do the screens show for `N#CCC(=O)N/N=C/c1cc([N+](=O)[O-])ccc1N1CCCC1`?
GASC-1 inh: 2.6; PP1 inh: 3.7; VLA-4 inh: 14.4; HCV core dimer: 7.9; GRK2 inh: 4.0; PP5 primary: 2.5; Fh CTSL1 inh: 2.7; proCasp7 act: -3.6; proCasp3 act: -5.9

What do the screens show for `CC(=O)OCCCNc1cc(Sc2ccc(C)cc2)c2nonc2c1[N+](=O)[O-]`?
GASC-1 inh: 6.0; PP1 inh: 5.9; VLA-4 inh: 2.0; HCV core dimer: -4.5; GRK2 inh: 0.0; PP5 primary: 0.1; Fh CTSL1 inh: 4.2; proCasp7 act: -3.1; proCasp3 act: 4.9

What do the screens show for `COc1ccc(C(CC(=O)Nc2ccc(C)cc2)NC(=O)C(F)(F)F)cc1` (configuration not stated)?
GASC-1 inh: -3.9; PP1 inh: -4.1; VLA-4 inh: -3.6; HCV core dimer: 7.8; GRK2 inh: 0.0; PP5 primary: -0.5; Fh CTSL1 inh: 3.6; proCasp7 act: -11.4; proCasp3 act: -4.6

What do the screens show for `O=C(/C(=C/O)N=Nc1ccc(Cl)cc1)c1ccncc1`?
GASC-1 inh: 2.0; PP1 inh: 2.1; VLA-4 inh: 5.8; HCV core dimer: 32.0; GRK2 inh: 9.0; PP5 primary: 4.3; Fh CTSL1 inh: 6.3; proCasp7 act: -0.4; proCasp3 act: 7.0

Quoted at random: 2 entries already listed.
What do the screens show for `CCC1C(=O)N=C(SCC(=O)Nc2cccc3ccccc23)NC1=O` (configuration not stated)?
GASC-1 inh: -7.0; PP1 inh: -5.7; VLA-4 inh: -22.2; HCV core dimer: 2.1; GRK2 inh: 0.0; PP5 primary: 0.2; Fh CTSL1 inh: -0.1; proCasp7 act: 0.2; proCasp3 act: 6.1

How did O=C(CCNC(=O)N1CCn2c1nc1ccccc12)NCc1ccccc1Cl do in these assays?
GASC-1 inh: -0.8; PP1 inh: -1.0; VLA-4 inh: 7.5; HCV core dimer: -0.3; GRK2 inh: 0.0; PP5 primary: 0.2; Fh CTSL1 inh: 5.2; proCasp7 act: -2.9; proCasp3 act: 3.3

The list goes on:
Results for C=CCOc1ccc2ccccc2c1CNc1ncn[nH]1 ?
GASC-1 inh: -9.4; PP1 inh: -0.6; VLA-4 inh: 3.0; HCV core dimer: 2.4; GRK2 inh: 0.0; PP5 primary: 0.6; Fh CTSL1 inh: 0.7; proCasp7 act: -0.9; proCasp3 act: -5.2

Results for COc1ccc(Cl)cc1N(C(=O)c1ccco1)C(C(=O)NC1CCCC1)c1cccnc1 (configuration not stated) ?
GASC-1 inh: 1.2; PP1 inh: 0.8; VLA-4 inh: -13.6; HCV core dimer: -11.1; GRK2 inh: 2.0; PP5 primary: 1.2; Fh CTSL1 inh: -6.1; proCasp7 act: 4.4; proCasp3 act: -6.8

How did CNS(=O)(=O)c1cccc(C(=O)NCC(c2cccs2)N2CCOCC2)c1 (configuration not stated) do in these assays?
GASC-1 inh: -1.8; PP1 inh: -0.4; VLA-4 inh: 10.2; HCV core dimer: 1.6; GRK2 inh: 22.0; PP5 primary: -1.0; Fh CTSL1 inh: -4.7; proCasp7 act: 3.2; proCasp3 act: -0.8

Results for c1ccc(CNc2cncnc2)cc1 ?
GASC-1 inh: -13.4; PP1 inh: -1.1; VLA-4 inh: 15.4; HCV core dimer: 1.9; GRK2 inh: 0.0; PP5 primary: -1.5; Fh CTSL1 inh: 6.0; proCasp7 act: -2.7; proCasp3 act: -4.9

Results for COc1ccc(OC)c(-n2c(C)ccc2-c2ccc(S(C)(=O)=O)cc2)c1 ?
GASC-1 inh: 2.3; PP1 inh: -1.2; VLA-4 inh: 31.0; HCV core dimer: 12.4; GRK2 inh: 2.0; PP5 primary: 4.8; Fh CTSL1 inh: 5.3; proCasp7 act: -0.7; proCasp3 act: 2.0

What do the screens show for `COc1cc2c(C(=O)N3CCN(C)CC3)c(C)n(-c3ccccc3)c2cc1Br`?
GASC-1 inh: 6.9; PP1 inh: 0.7; VLA-4 inh: 4.3; HCV core dimer: 1.1; GRK2 inh: 0.0; PP5 primary: 0.2; Fh CTSL1 inh: -0.1; proCasp7 act: -7.8; proCasp3 act: -9.2

How did CC(C)C(=O)Nc1cccc(NC(=O)c2cccc([N+](=O)[O-])c2)c1 do in these assays?
GASC-1 inh: 16.9; PP1 inh: -0.3; VLA-4 inh: 9.5; HCV core dimer: -5.9; GRK2 inh: 0.0; PP5 primary: -1.0; Fh CTSL1 inh: -2.9; proCasp7 act: 2.0; proCasp3 act: -0.5

Results for COc1ccc(CC(=O)Nc2cc(=O)n(C)c(=O)n2C)cc1OC ?
GASC-1 inh: 23.9; PP1 inh: 1.2; VLA-4 inh: 0.9; HCV core dimer: 1.1; GRK2 inh: 3.0; PP5 primary: 0.2; Fh CTSL1 inh: -1.7; proCasp7 act: 8.8; proCasp3 act: 6.9
